High-throughput results: PubChem BioAssay, National Center for Advancing Translational Sciences (NCATS)
AmpC inh detg: qHTS Inhibitors of AmpC Beta-Lactamase (assay with detergent). AID 485294, 2010. AmpC hydrolysis of nitrocefin, absorbance 480 nm, 0.01% Triton. Potency, µM (doses to about 114 µM), for inactives: at the top dose activity change, negative = inhibition, usual class: inhibitors. 370,000 compounds, 0.041% hits. P00811;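 note: potency is the fitted concentration of half-maximal effect; 0% = no-compound wells and -100% = no-enzyme wells; nearly all actives have a fitted effect of over 25% in size; some results filed as inactive show a strong effect at the top dose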
Target sequence (P00811 whole entry, looked up): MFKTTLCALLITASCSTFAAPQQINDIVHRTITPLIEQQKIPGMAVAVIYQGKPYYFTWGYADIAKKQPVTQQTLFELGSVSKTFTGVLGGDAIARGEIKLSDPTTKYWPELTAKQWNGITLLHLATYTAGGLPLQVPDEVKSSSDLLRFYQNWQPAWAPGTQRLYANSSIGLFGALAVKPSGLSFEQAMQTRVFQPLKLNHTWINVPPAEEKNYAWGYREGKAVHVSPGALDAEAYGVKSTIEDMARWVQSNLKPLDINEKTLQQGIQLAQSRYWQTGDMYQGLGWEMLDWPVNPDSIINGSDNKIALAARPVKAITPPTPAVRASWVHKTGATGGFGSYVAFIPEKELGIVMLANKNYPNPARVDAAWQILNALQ
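20 mM phosphate pH 7.0 + 0.01% (detergent screen) or 0.0001% Triton X-100; 5.3 nM AmpC reagent; cpd preinc 15 min RT; nitrocefin (800 uM stock) to start; A480 q20 s × 4 min; Activity was normalised to no-enzyme and no-compound control wells.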
HCV inh: qHTS Assay for Inhibitors of Hepatitis C Virus (HCV); Potency, µM (titrated, usually from 41.8 µM), without a hit: top-dose activity change, negative = inhibition, actives largely listed as inhibitors; 340,000 compounds, 3.4% hits; Huh7.5.1 HCVcc-Cre infection, luciferase reporter, 44 h; note: potency is the fitted concentration of half-maximal effect
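After 44 h co-culture of compound, cells and HCVcc-Cre (~0.5 moi), substrate is added for 15 min at room temperature and luciferase measured over 15 sec. Cells were seeded at 1,000/well and pre-cultured 4 h.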
HCMV antiviral: qHTS Assay for inhibitors of the human cytomegalovirus (HCMV); HFF cells, HCMV-luciferase reporter, 72 h; stronger effect = lower value; activity change, negative = inhibition, % at 57.5 µM; 410,000 compounds, 4.5% hits; in the data active = activity change below about -60%; inconclusive = no clear call, values can overlap the other calls; inactive = above about -39%
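Two-dose cell screen: HFF monolayers treated with compounds and infected with luciferase-expressing HCMV at 1 PFU/cell, 72 h at 37C, then lysed for luciferase measurement.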
FBPA Giardia inh: qHTS Assay for Inhibitors of Fructose-1,6-bisphosphate Aldolase from Giardia Lamblia; Potency, µM (doses to about 59.6 µM), without a hit: at the highest dose activity, negative = inhibition, usual class: inhibitors; 290,000 compounds, 0.71% hits; purified Giardia FBPA; note: potency is the fitted concentration of half-maximal effect; nearly all actives have a fitted effect of over 55% in size
Target sequence (A8B2U2 whole entry, looked up): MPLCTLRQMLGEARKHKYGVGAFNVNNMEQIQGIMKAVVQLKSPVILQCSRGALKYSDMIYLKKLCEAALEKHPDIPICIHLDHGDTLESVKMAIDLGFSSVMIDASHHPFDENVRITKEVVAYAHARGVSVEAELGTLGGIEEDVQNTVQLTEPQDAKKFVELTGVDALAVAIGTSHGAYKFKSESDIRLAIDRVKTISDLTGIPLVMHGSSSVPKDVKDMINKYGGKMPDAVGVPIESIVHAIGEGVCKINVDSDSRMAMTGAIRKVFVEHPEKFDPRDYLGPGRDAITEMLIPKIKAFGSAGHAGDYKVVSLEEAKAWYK
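40 nM FBPA preincubated 10 min at RT with compound (up to 57.5 uM final), then substrate plus GAPDH/TPI/NAD/arsenate coupling and diaphorase/resazurin added. Fluorescence read after 20 min at RT, 525/598 nm.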
AmpC no deterg: qHTS Inhibitors of AmpC Beta-Lactamase (assay without detergent); AmpC nitrocefin hydrolysis, absorbance 480 nm, 0.0001% Triton; P00811; 330,000 compounds, 0.52% hits; Potency, µM (top dose mostly 57.1 µM), without a hit: at the highest dose activity change, negative = inhibition, usual class: inhibitors; AID 485341, 2010;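 note: potency is the fitted concentration of half-maximal effect; plate controls were no compound for no effect and no enzyme for full effect; nearly all actives have a fitted effect of over 20% in size; some results filed as inactive show a strong effect at the top dose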
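20 mM phosphate pH 7.0 + 0.01% (detergent screen) or 0.0001% Triton X-100; 5.3 nM AmpC reagent; cpd preinc 15 min RT; nitrocefin (800 uM stock) to start; A480 q20 s × 4 min; Activity was normalised to no-enzyme and no-compound control wells.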
Sm TGR inh: qHTS Assay for the Inhibitors of Schistosoma Mansoni Peroxiredoxins; purified TGR, DTNB reduction, TNB absorbance 405 nm; Potency, µM (doses to about 114 µM), for inactives: at the highest dose activity change, negative = inhibition, actives largely listed as inhibitors; 360,000 compounds, 3% hits; note: potency is the fitted concentration of half-maximal effect; nearly all actives have a fitted effect of over 60% in size
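Kinetic colorimetric format: TGR-catalysed, NADPH-driven DTNB reduction monitored via TNB absorbance. Enzyme dispensed at 20 nM; compound exposure 15 min at room temperature before reaction start.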
* hit, by the source's call; ? = inconclusive; . = not tested or not shown; [ ] = dose if it differs, or a comment. Unless noted, calls come from the whole dose curve; as a rule, active = well fitted curve in the direction sought with a large enough effect; inconclusive = small, poorly fitted or top-dose-only effect, or another doubt; inactive = no such curve, though single readings can be large; an effect the other way counts as inactive or inconclusive. Unless noted, % is set by controls: 0 for no effect and ±100 for the full control effect.

| smiles | AmpC inh detg | HCV inh | HCMV antiviral | FBPA Giardia inh | AmpC no deterg | Sm TGR inh |
| --- | --- | --- | --- | --- | --- | --- |
| CCN(C(=O)CSc1nc2ccccc2n1Cc1ccccc1C#N)c1ccccc1 | 13.5% | . | -5.0 | . | . | 8.8% |
| COc1ccc(-c2sc3ccc(OC)cc3c2C#CCCO)cc1 | -10.9% | ? | . | -3.0% | 30.7% | ? |
| Cc1ccc(SCC(=O)OCC(=O)NC2CCCCCC2)cc1 | -0.8% | 8.2% | -1.2 | . | -3.4% | 3.7% |
| CCNC(=O)N(C)C[C@H]1N[C@@](Cc2ccccc2)(C(=O)OC)[C@H]2C(=O)N(C)C(=O)[C@@H]12 | . | 0.5% | 1.3 | . | -8.2% | . |
| Cc1ccc2c(c1)c1c3n2CCN=C3CCC1 | -12.3% | ? | 42.1 | -5.6% | -23.1% | -20.5% |
| O=C(Cn1c2[n+](c3ccc(C(F)(F)F)cc31)CCCCC2)c1ccc2c(c1)OCCO2 | -3.9% | 1.8% | -39.4 | 5.0% | 31.8% | -2.7% |
| Cc1ccc(S(=O)(=O)N(C)C(=O)NC(=O)NS(=O)(=O)c2ccccc2)cc1 | -0.1% | 10.7% | ? | -7.7% | -18.7% | -0.3% |
| Cc1cc(C)c(NC(=S)N(CCN(C)C)C(C)c2cccnc2)c(C)c1 (configuration not stated) | 2.8% | 8.0% | -18.8 | ? | -12.1% | -0.6% |
| COc1cccc(-c2ccc(SCC(=O)NCCc3ccccc3)nn2)c1 | -7.2% | 5.3% | 36.7 | 1.3% | -26.3% | -4.7% |
| C1=CC(Cc2cncs2)c2ccccc21 (configuration not stated) | -0.7% | ? | ? | . | -10.1% | 50.1µM* |
| O=C(c1ccc(Br)o1)N1CC=C(c2ccccc2)CC1 | . | -6.1% | 0.8 | . | -16.5% | . |
| CCCCCCc1ccc(N2C[C@H](CCCCC)[C@@H](CC(=O)NCc3ccc(OC)cc3)C2=O)cc1 | -22.0% | 11.8% | 72.3 | -1.3% | -17.0% | -1.0% |
| O=Cc1ccccc1OCCOc1ccc([N+](=O)[O-])cc1 | 3.2% | 11.6% | -36.4 | 0.4% | -33.4% | 0.0% |
| COc1ccc(C(=O)N/N=C2\CCc3ccccc32)cc1OC | 2.1% | -6.8% | 50.3 | 1.0% | -8.8% | -3.1% |
| Cc1cc(NC(=O)COC(=O)C2=COCCO2)c([N+](=O)[O-])cc1C | -9.3% | 0.4% | -11.4 | -1.0% | -8.8% | 1.9% |
| CCOc1ccc(N2CC(C(=O)Nc3cc(Cl)ccc3-n3cncn3)CC2=O)cc1 (configuration not stated) | -12.0% | -19.4%[8.37 µM] | 3.6 | . | 37.8% | -6.7% |
| CCOC(=O)CCN(c1ccccc1)S(=O)(=O)c1cc(-c2cc(C)no2)ccc1C | -2.9% | . | -10.9 | . | . | 7.0% |
| CCN(C(=O)C1CCCN(c2ncnc3c2nc2n3CCCCC2)C1)c1cccc(C)c1 (configuration not stated) | 14.2% | . | ? | . | . | 5.9% |
| Cc1ccc(SCC(=O)NNC(=O)c2ccc(S(C)(=O)=O)cc2)cc1 | 3.1% | 24.3% | -10.6 | . | -12.7% | 6.4% |
| O=C1CCc2cc(S(=O)(=O)N3CCN(c4cccc(Cl)c4)CC3)ccc2N1 | -6.7% | 3.9% | 0.0 | 5.2% | -13.5% | 3.1% |
| O=C(c1ccc2c(c1)N(Cc1ccc(Cl)cc1)C(=O)c1ccccc1S2=O)N1CCOCC1 (configuration not stated) | -7.3% | . | 2.9 | . | . | -12.7% |
| O=C(Nc1cc(S(=O)(=O)N2CCOCC2)ccc1Oc1ccc(F)cc1)C1=COCCO1 | -11.7% | 17.8% | -6.9 | . | 101.2%[activator] | 0.1% |
| COc1ccc(Nc2ccc(C(F)(F)F)cc2[N+](=O)[O-])cn1 | 0.8% | 5.6% | -20.4 | . | -2.0% | -16.9% |
| COc1ccc(C(=O)N(Cc2ccco2)Cc2ccc(C)o2)cc1 | 18.8% | . | -5.7 | . | . | 6.1% |
| Cc1cc(=O)n2[nH]c(-c3cccnc3)nc2n1 | -6.9% | . | 29.5 | -12.7% | -3.1% | -10.3% |
| Cc1cc(S(=O)(=O)N2CCOCC2)ccc1OCC(=O)N1CCC(C(N)=O)CC1 | -12.6% | 16.9% | -20.8 | 1.6% | -2.0% | 0.8% |
| CC(C)(C)NC(=O)C1CCCN(S(=O)(=O)c2ccc(-n3cnnn3)cc2)C1 (configuration not stated) | 0.0% | 10.2% | 4.9 | -7.8% | -0.6% | -5.7% |
| Cc1oc(C)c(C(N)=O)c1C(N)=O | ? | ? | 56.0 | -3.0% | -39.8% | ? |
| CCOC(=O)c1c(C)oc2nc(C)nc(N3CCN(c4cccc(C)c4C)CC3)c12 | 25.7% | . | 6.1 | . | . | 12.3% |
| CSc1nc(N)nc(SCC(=O)OC(C)C)c1C#N | ? | -3.5% | -108.1* | -0.7% | -39.2% | -9.3% |
| CN(C(=O)C1CCN(c2ncnc3c2nc2n3CCCCC2)CC1)C1CCCCC1 | -6.8% | -16.2% | ? | -7.2% | 100.2%[activator] | -17.6% |
| CCC(C)(C)NC(=O)c1ccc2c(c1)N(CC(=O)NC1CCCC1)C(=O)C(C)(C)O2 | -2.0% | 8.0% | ? | . | 0.6% | 12.2% |
| Cc1[nH]c2ccccc2c1C(=O)CN1CCN(C2CCCCC2)CC1 | 7.0% | ? | . | -1.0% | -17.0% | 39.8µM* |
| O=C(NCCNS(=O)(=O)c1ccc(Cl)cc1)c1cc(OCC(F)(F)F)ccc1OCC(F)(F)F | -4.9% | -26.0% | 41.8 | 4.4% | -10.0% | 0.0% |
| Cc1ccc(C)c(NC(=S)N2CCC(NC(=O)c3ccccc3)CC2)c1 | ? | -3.3% | -11.1 | -12.1% | -15.5% | 1.4% |
| CC1=C(C(=O)OCc2ccc(C)cc2)C(c2ccccc2F)CC(=O)N1 (configuration not stated) | 2.6% | . | -18.4 | . | . | -0.4% |
| COc1ccc2c(=O)c3c(=O)n(CCc4ccccc4)c(C(C)C)nc3oc2c1 | -4.9% | 10.6% | 10.4 | 4.3% | -12.2% | -0.4% |
| CC1CCN(C(=O)CSc2nc(N)cc(N)n2)CC1 | -4.7% | -2.3% | -3.9 | 9.0% | 26.6% | 3.6% |
| CN(C(=O)c1ccc(NC(=O)Cc2ccc([N+](=O)[O-])cc2)cc1)C1CC1 | . | -19.5% | -16.4 | . | -4.2% | . |
| Cc1c(C(=O)N2CCN(c3ccccn3)CC2)sc2ncnc(N3CCOCC3)c12 | -14.5% | -6.3% | 21.2 | -3.2% | 25.7% | -6.9% |

One compound at a time, from the list above:
CCN(C(=O)CSc1nc2ccccc2n1Cc1ccccc1C#N)c1ccccc1 in the list: AmpC inh detg = 13.5%; HCV inh = .; HCMV antiviral = -5.0; FBPA Giardia inh = .; AmpC no deterg = .; Sm TGR inh = 8.8%
COc1cccc(-c2ccc(SCC(=O)NCCc3ccccc3)nn2)c1 in the list: AmpC inh detg = -7.2%; HCV inh = 5.3%; HCMV antiviral = 36.7; FBPA Giardia inh = 1.3%; AmpC no deterg = -26.3%; Sm TGR inh = -4.7%

Continued.
| smiles | AmpC inh detg | HCV inh | HCMV antiviral | FBPA Giardia inh | AmpC no deterg | Sm TGR inh |
| --- | --- | --- | --- | --- | --- | --- |
| O=C(CSc1nnc2scc(-c3ccccc3)n12)NCC1CCCO1 (configuration not stated) | -17.6% | 4.3% | 29.3 | 2.3% | -7.9% | 6.3% |
| COc1ccc(-n2c(/C=C/c3cccc4ccccc34)nc3ccccc3c2=O)cc1Cl | 5.4% | . | -28.4 | . | . | 3.4% |
| CCN(Cc1ccccc1)C(=O)c1cc(-c2ccc(OC)c(OC)c2)nc2ccccc12 | 3.0% | ? | -2.3 | . | 45.8% | -17.1% |
| O=C1CCCN1c1ccc(S(=O)(=O)O)cc1 (tested in a mixture with another compound) | -1.9% | -14.1% | -21.5 | 2.7% | -10.3% | -1.2% |
| O=C1N(c2ccccc2)C(c2ccccc2)N2CCCN12 (configuration not stated) | -1.6% | -18.3% | 32.5 | -1.9% | 42.3% | 1.4% |
| O=C1C(=O)N(c2nccs2)C(c2ccccc2F)/C1=C(\O)c1ccc2c(c1)OCCO2 (configuration not stated) | -0.9% | -20.7% | -17.5 | . | -49.1% | ? |
| O=C1CCc2cc(S(=O)(=O)N3CCCCC3)cc3c2N1CCC3 | ? | ? | -9.3 | . | 3.3% | -1.4% |
| CCOC(=O)c1sc(=NC(=O)c2ccc(OC(C)C)cc2)n(C)c1C | ? | -3.3% | -26.0 | 1.2% | -40.8% | -5.9% |
| N#C/C(=C1\CCCN1)c1nc(-c2ccccc2)cs1 | 1.8% | 6.31µM* | 19.2 | 4.4% | -5.3% | 10.4% |
| Cc1cc(Cl)ccc1NC(=O)C(=O)N/N=C/c1ccc2c(c1)OCO2 | 5.6% | -1.3% | -16.6 | 8.0% | -3.5% | 0.9% |
| CCOC(=O)N1CCN(Cc2ccc3c(c2)OCO3)CC1 | ? | -2.7% | 3.6 | ? | -2.7% | -17.8% |
| O=C(NCc1ccc2c(c1)OCO2)c1c(O)nc2sccn2c1=O | 0.0% | 12.7% | ? | . | -13.9% | 0.9% |
| Cc1onc(-c2ccccc2)c1C(=O)OCCOc1cccc(Cl)c1 | ? | -19.5% | 5.0 | . | -15.6% | 6.4% |
| Cc1cc(C(=O)CSc2n[nH]c(N)n2)c(C)n1C1CC1 | 1.7% | 6.7% | -22.5 | -5.2% | -18.1% | -31.9% |
| O=C(N[C@H]1CCC(=O)N(CCSc2ccc(Br)cc2)CC1)OCc1ccccc1 | 9.0% | ? | -10.2 | . | 79.9%[activator] | -0.2% |
| O=C(NCCCCNC(=O)c1ccc(Br)cc1)c1ccc(Br)cc1 | 0.1% | 10.9% | -25.7 | 5.0% | -11.1% | 2.2% |
| CCCCC(=O)N1CCN(c2nc3ccc(F)cc3s2)CC1 | -9.9% | ? | ? | . | 12.6% | -9.1% |
| C=CCn1c(C)nc2c(sc3nc4c(cc32)COC(C)(C)C4)c1=O | -6.7% | ? | 137.4 | -7.9% | 34.7%[activator] | -6.6% |
| CCN(Cc1nc2ccccc2c(=O)[nH]1)C(=O)c1cccc(OCc2c(C)noc2C)c1 | -11.2% | ? | -99.6* | . | -5.1% | -3.1% |
| Cc1cc(C)c2c(N)c(C(=O)NC3CCCC3)sc2n1 | 1.7% | -18.1% | -9.0 | -13.6% | -12.2% | 1.1% |

Filtered by structure, the compounds so far with bromine (3)
| smiles | AmpC inh detg | HCV inh | HCMV antiviral | FBPA Giardia inh | AmpC no deterg | Sm TGR inh |
| --- | --- | --- | --- | --- | --- | --- |
| O=C(c1ccc(Br)o1)N1CC=C(c2ccccc2)CC1 | . | -6.1% | 0.8 | . | -16.5% | . |
| O=C(N[C@H]1CCC(=O)N(CCSc2ccc(Br)cc2)CC1)OCc1ccccc1 | 9.0% | ? | -10.2 | . | 79.9%[activator] | -0.2% |
| O=C(NCCCCNC(=O)c1ccc(Br)cc1)c1ccc(Br)cc1 | 0.1% | 10.9% | -25.7 | 5.0% | -11.1% | 2.2% |
